# High-throughput results (PubChem)
# All columns: NCI-60 one-dose screen, growth in % after 48 h at 10 µM unless noted; 100 = growth as untreated, 0 = no growth, -100 = all killed.
# HCT-116: HCT-116 colon cancer; hit rate 7.3% among 82,000; AID 1794798
# SNB-75: SNB-75 CNS cancer; hit rate 5% among 79,000; AID 1794750
# HCC-2998: HCC-2998 colon cancer; hit rate 4.7% among 79,000; AID 1794799
# HCT-15: HCT-15 colon cancer. hit rate 5.2% among 82,000. AID 1794746
# HT29: HT29 colon cancer; hit rate 7.4% among 81,000; AID 1794748
# SW-620: SW-620 colon cancer | hit rate 5.2% among 82,000
# KM12: KM12 colon cancer cells; AID 1794800; hit rate 5% among 82,000
# SNB-19: SNB-19 CNS cancer cells. hit rate 2.5% among 81,000. AID 1794751
# SF-268: SF-268 CNS cancer cells. hit rate 3.1% among 82,000
# The depositor's hits bear a star; . = not tested or not shown; & = joins results of further samples. Rule for the calls: active = growth percent below 10; inactive = the rest.
# Below each compound – HCT-116	SNB-75	HCC-2998	HCT-15	HT29	SW-620	KM12	SNB-19	SF-268
O=[N+]([O-])c1ccc(/C=C/C=C/c2ccccc2)cc1
  94	109	101	94	92	101	97	102	102
CCCCC(=O)OCCc1ccccc1
  103	93	105	106	95	95	93	101	95
OC1(c2cccc3ccccc23)c2ccccc2-c2ccccc21
  99	82	114	101	103	99	89	101	100
O=C(CCc1nnc(SCc2ccccc2)s1)c1nc2ccccc2[nH]1
  95	91	101	81	.	107	110	93	100
Cc1cc(Nc2nc(C(=O)Nc3ccccc3)nc3ccccc23)n[nH]1
  46	-0.8*	84	29	85	77	28	97	71
CC1=CC(C)=Nc2ccc(Cl)cc2N1
  100	90	103	113	119	99	100	106	99
O=c1[nH]c(-c2ccncc2)nc2sc3c(c12)CCCCCC3
  47	34	101	76	99	72	84	.	83
C/C(Cc1ccc(Cl)cc1)=C(/c1ccccc1)c1ccc(OCCN)cc1
  102	98	99	101	102	102	103	93	94
CC(C)N=C(N)/N=C(/N)Nc1ccc(Cl)cc1
  92	70	93	98	96	96	107	86	88
CCN(CC)c1ccc(CN(CC(=O)c2ccc(Cl)c(Cl)c2)Cc2ccccc2)cc1
  104	93	107	100	105	96	109	.	102
N#Cc1c(NN)nc2c(c1C#N)CCCC2
  84	85	108	99	74	109	103	102	102
COc1cccc2c(=O)c3c(sc12)c(Cl)nc1ccccc13
  95	70	99	92	98	95	100	97	95
CN(/N=C/c1ccc(N(C)C)cc1)C(=O)c1ccccc1N
  64	88	106	88	78	95	93	68	103
Clc1nc2ccccc2nc1N1CCOCC1
  99	89	95	100	100	102	102	97	97
CCCCn1c(C)nc2cc(Nc3nc(N4CCOCC4)nc4nc[nH]c34)ccc21
  75	32	115	93	88	103	88	104	74
COc1ccccc1CC(CC(=O)O)C(=O)O (stereo not drawn)
  104	96	103	110	110	108	104	106	105
Oc1ccc2ccccc2c1N=Nc1nccs1
  -21*	43	-5.5*	24	35	25	25	74	1.3*
O=C(NCCO)C(F)(F)F
  108	101	97	97	104	105	107	95	102
Cn1[nH]cc(/C=N/C(N)=O)c1=O
  109	106	103	105	115	102	.	106	.
c1ccc(CNc2nc(Nc3ccccc3)nc3ccccc23)cc1
  58	-6.2*	37	73	54	56	72	47	51
CC(OC(C)c1ccccc1)c1ccccc1 (stereo not drawn)
  106	103	110	92	115	113	104	104	105
COc1cc(CCC(C)=O)ccc1OC(=O)c1c(-c2c(F)cccc2Cl)noc1C
  108	73	102	97	97	100	100	98	93
O=C(O)Cc1ccc(N2N=C(c3ccccc3)CC2=O)cc1
  98	103	112	103	91	108	112	99	108
S=C(Nc1ccccc1)Nc1ccc(Nc2ncnc3sc4c(c23)CCNC4)cc1
  95	78	105	101	99	97	104	109	105
CC(=O)c1ccc(OCc2cn(CC(=O)Nc3nc4ccccc4s3)nn2)cc1
  99	100	103	105	97	104	107	97	99
CS(=O)(=O)c1cccc(-c2c(-c3cccc(OCc4ccccc4)c3)nc3sccn23)c1
  79	103	97	76	89	91	102	85	96
O=C1C(Nc2ccc(Br)cc2)=C(I)C(=O)c2ncccc21
  -36*	26	87	6.8*	55	-25*	50	68	46
COC(=O)c1c(C(=O)OC)c2c(-c3ccccc3)cc3cccc1n32
  92	97	102	73	66	108	88	101	106
CCCCCNc1ncnc2[nH]ncc12
  99	87	113	99	101	106	104	.	101
COc1cc2c(c(OC)c1OC)C1(CCCO1)c1cc3c(c(OC)c1-2)OCO3 (stereo not drawn)
  102	114	103	88	100	106	97	99	104

# 5 records picked at random from the list so far, as already listed:
# Below each compound – HCT-116	SNB-75	HCC-2998	HCT-15	HT29	SW-620	KM12	SNB-19	SF-268
COC(=O)c1c(C(=O)OC)c2c(-c3ccccc3)cc3cccc1n32
  92	97	102	73	66	108	88	101	106
O=C(O)Cc1ccc(N2N=C(c3ccccc3)CC2=O)cc1
  98	103	112	103	91	108	112	99	108
O=C(CCc1nnc(SCc2ccccc2)s1)c1nc2ccccc2[nH]1
  95	91	101	81	.	107	110	93	100
O=C(NCCO)C(F)(F)F
  108	101	97	97	104	105	107	95	102
CC(C)N=C(N)/N=C(/N)Nc1ccc(Cl)cc1
  92	70	93	98	96	96	107	86	88

# Further records follow:
# Below each compound – HCT-116	SNB-75	HCC-2998	HCT-15	HT29	SW-620	KM12	SNB-19	SF-268
Cc1ccc(N2CCN(C(=S)c3cccs3)CC2)cc1
  93	94	94	96	91	108	113	100	107
O=C(Nc1cccc2cccnc12)c1cc(C(=O)c2ccc(Br)cc2)n2ccccc12
  76	99	99	101	99	102	96	107	99
CNC(=O)c1cccc(N2CCc3c2ccc(NC(=O)Nc2ccccc2)c3F)c1
  98	.	102	94	101	112	92	92	100
Cc1nc(-n2[nH]c(=O)ccc2=O)sc1N=Nc1ccc(Cl)cc1
  94	95	103	104	107	96	101	101	94
Nc1ncn(C(=S)Nc2ccccc2)n1
  111	92	112	98	.	106	111	96	116
Nc1c(C(=O)Nc2cccnc2)sc2nc3c(cc12)CCCC3
  111	102	96	89	90	99	101	94	100
C/C(=N/NC(=S)NC1CCCCC1)c1sc(Nc2cccc(C)c2)nc1C
  89	96	94	83	85	106	104	97	109
N#CC1C(=O)NC(=O)C(C#N)C12c1ccccc1Oc1ccccc12 (stereo not drawn)
  100	111	102	99	106	101	100	.	102
CCOC(=O)C(Cc1ccc(O)cc1)NC(C)=O (stereo not drawn)
  107	95	129	116	109	115	100	101	116
COc1ccc(-n2c(SCc3cc(OC)c(OC)c(OC)c3)nc3ccc(C)cc3c2=O)c(OC)c1
  18	30	45	24	11	21	18	.	44
COC(=O)C1(C)CCc2c(ccc3ccccc23)C1=O (stereo not drawn)
  99	94	111	103	99	99	92	108	107
Cn1c(=O)c2[nH]c(SC/C(=N/O)c3ccc([N+](=O)[O-])cc3)nc2n(C)c1=O
  97	92	119	102	110	101	103	98	104
Cc1ccc(N(C(=O)CCc2c[nH]c3ccccc23)[C@H](C(=O)Nc2cccc([N+](=O)[O-])c2)c2ccc(O)cc2)cc1
  86	84	105	105	101	97	99	100	94
O=c1[nH]nc(-c2cc(Cl)ccc2I)c(=O)[nH]1
  102	78	110	99	101	113	98	107	99
CCCN(CCC)c1ccc(N=Nc2cc(Cl)ccc2Cl)cc1
  86	107	102	90	89	102	101	118	116
CCCCCCCCCCCCCC(=O)C(C)N (stereo not drawn)
  59	34	55	3.5*	14	80	22	78	38
N#CCCN1N=C(c2ccc(Cl)cc2)OC(c2ccccc2)C1=O (stereo not drawn)
  71	94	106	97	69	96	92	91	89
Nc1c(C(=O)c2ccc(Cl)cc2)sc(Nc2ccccc2)c1-c1nc2ccccc2s1
  14	18	68	40	18	39	16	62	45
Cc1ccc(-c2cc(-c3cc4ccccc4oc3=O)on2)cc1
  88	74	103	95	100	107	96	100	102
COc1ccc(NC(=O)CSc2nnc(-c3cc(-c4ccc(Cl)cc4)nc4ccccc34)n2-c2ccccc2)cc1
  74	73	99	87	100	99	94	91	83
COc1cccc(OC(=O)c2ccccc2)c1OC(=O)c1ccccc1
  51	55	.	71	85	40	45	73	72
COc1ccc(/C=C/C(=O)c2ccc3cc(OC)ccc3c2)cc1
  94	89	107	104	85	106	98	97	96
CCOC(=O)C(CCC(C(=O)OCC)(C(=O)OCC)c1ccccc1)(C(=O)OCC)c1ccccc1
  89	112	101	100	119	100	109	110	110
c1ccc(C(=NN=C(c2ccccc2)c2ccccc2)c2ccccc2)cc1
  86	92	111	88	96	105	104	88	102
O=C1NC(=S)NC(=O)C1=Cc1cc(-c2ccccc2)n(-c2ccccc2)n1
  99	92	111	98	103	93	105	94	98
CC(CCCCl)CNC(C)C (stereo not drawn)
  100	95	110	94	101	108	108	103	107
CCN1CCN(Cc2ccc(C(=O)Nc3cccc(-c4cn(-c5ccc(S(N)(=O)=O)cc5)nn4)c3)cc2C(F)(F)F)CC1
  73	95	120	101	96	101	103	105	101
CSc1ncc(Br)c(NCc2ccccc2Cl)n1
  91	90	111	98	95	99	101	93	96
NC(N)=Nc1ccc(Cc2ccc(N=C(N)N)cc2)cc1
  106	76	87	102	99	105	106	89	96
CC(=O)c1c(C)c[nH]c1C
  104	87	107	103	109	110	114	104	103
Cc1c(/C=C2\Oc3ccc4ccccc4c3C2=O)c(=O)n(-c2ccccc2)n1C
  94	97	70	81	77	101	106	93	101
CCCCc1oc2ccccc2c1C(=O)c1cc(I)c(O)c(I)c1
  90	105	109	98	114	105	113	104	97
ClC[C@H]1C[C@@H]2C[C@@H]1[C@H]1O[C@@H]21
  99	87	108	95	103	94	102	100	96
CC(=O)Nc1cc(C(C)C)c([N+](=O)[O-])cc1C
  77	102	104	97	98	107	99	103	98
COc1ccc(C(O)CCN(Cc2ccccc2)Cc2cc(OC)c(OC)c(OC)c2)cc1 (stereo not drawn)
  92	91	110	96	92	104	104	104	107
Cc1nnsc1C(=O)Nc1ncnc2nc[nH]c12
  99	72	105	101	101	98	101	100	100
Brc1ccc(-c2ccnc3c2c(-c2ccccc2)nn3-c2ccccc2)cc1
  106	95	120	106	103	105	103	103	99
CC(C)(C)OC(=O)/C=C/c1cccc2c1C(=O)NC(C)(c1cc3cc4ccccc4cc3oc1=O)N2 (stereo not drawn)
  83	75	101	75	90	77	96	84	95
Cc1ccccc1-n1c(SCC(=O)NC(=O)Nc2cccc(Cl)c2)nc2c(Br)cc(Br)cc2c1=O
  63	108	93	75	88	87	93	.	94
CCCc1cc(C)ccc1O
  100	93	111	105	97	98	102	106	101
CCOC(=O)C1(Cc2ccccc2)CCN(Cc2cccc(OC)c2O)CC1
  21	38	12	24	22	21	22	15	5.7*
C=CS(=O)(=O)c1ccccc1
  100	89	101	103	105	112	106	106	108
COc1cc(C2CC(c3ccc(Cl)cc3)=Nc3c(N)nc(N)nc3N2)ccc1Oc1nc(NCCO)nc(N2CCOCC2)n1 (stereo not drawn)
  58	81	89	103	52	89	91	64	59
O=C1/C(=C/c2cn(-c3ccccc3)nc2-c2ccccc2)SC(=S)N1c1ccc(Cl)cc1
  64	90	76	73	99	84	61	72	63
COCCOC(=O)Cc1ccc(OC)c(OC)c1
  89	99	100	104	82	105	102	107	101
CC1CC(C)(C)NC2(CCCC2)N1 (stereo not drawn)
  113	95	104	121	107	108	.	100	.
COc1cccc(/C=N/NC(=O)c2cnn3c2NC(c2ccccc2)C3)c1Oc1ccccc1 (stereo not drawn)
  56	61	91	50	41	66	52	75	88
O=C(O)CCCN1C(=O)/C(=C/c2cn(-c3ccccc3)nc2-c2ccc([N+](=O)[O-])cc2)SC1=S
  37	96	65	36	87	66	54	49	53
COc1ccc(C/C(C)=C(\c2ccc(OCCN3CCCCCC3)cc2)c2ccc(OC(=O)C3CCCCC3)cc2)cc1
  39	.	57	39	-32*	65	63	63	64
C=CCCNC(=S)SCC(NC(=O)CCC(N)C(=O)O)C(=O)NCC(=O)O (stereo not drawn)
  112	121	114	104	113	108	107	108	115
CC1(O)c2ccccc2-c2ccccc2C1(C)O (stereo not drawn)
  108	95	108	103	93	105	111	105	111
N#Cc1c(-c2ccc(F)cc2)n2c(nc1=O)SC(=O)C2
  101	93	94	111	108	102	113	104	118
O=C(O)c1cn(C2CC2)c2cc(N3CCN(Cn4nc(-c5ccccc5Cl)oc4=S)CC3)c(F)cc2c1=O
  97	88	102	96	105	100	103	104	95
O=C(O)c1ccccc1C(=O)OCC1CCC(=NO)CC1 (stereo not drawn)
  102&104	75&97	100&106	97&110	98&100	100&104	110&114	97&85	103&116
NS(=O)(=O)c1cccc(Nc2nc(SCC(=O)c3ccc([N+](=O)[O-])cc3)nc3c2CCC3)c1
  85	99	108	91	106	101	95	93	89
CC(C)[N+](C)(CCOC(COc1ccccc1)COc1ccccc1)C(C)C
  92	71	97	100	73	102	83	86	95
C[C@@H]1C[C@@]2(C)C(=CC1=O)CC[C@@H]1[C@@H]2[C@@H](O)C[C@@]2(C)[C@H]1CC[C@]2(O)C(=O)CO
  98	99	96	119	112	102	105	103	98
CCOc1ccc(N=Cc2ccccc2O)cc1
  95&106	94&96	99&103	96&98	97&109	112&105	93&96	103&103	95&105
CC1C(Br)C(=O)NC(=O)N1Cc1ccccc1 (stereo not drawn)
  105	92	95	94	98	98	103	95	98
CCCCCN(CCCC)Cc1ccccc1
  94	85	100	103	104	84	98	98	96

# Part of the list above in order of SMILES length, falling.
# Below each compound – HCT-116	SNB-75	HCC-2998	HCT-15	HT29	SW-620	KM12	SNB-19	SF-268
O=C(O)c1cn(C2CC2)c2cc(N3CCN(Cn4nc(-c5ccccc5Cl)oc4=S)CC3)c(F)cc2c1=O
  97	88	102	96	105	100	103	104	95
Cc1ccccc1-n1c(SCC(=O)NC(=O)Nc2cccc(Cl)c2)nc2c(Br)cc(Br)cc2c1=O
  63	108	93	75	88	87	93	.	94
O=C1/C(=C/c2cn(-c3ccccc3)nc2-c2ccccc2)SC(=S)N1c1ccc(Cl)cc1
  64	90	76	73	99	84	61	72	63
C=CS(=O)(=O)c1ccccc1
  100	89	101	103	105	112	106	106	108
CCCc1cc(C)ccc1O
  100	93	111	105	97	98	102	106	101

# Rows are unselected; about 11% have a hit in one of these screens.
